# GRP78 ERSR act: qHTS for Inducers of the Endoplasmic Reticulum Stress Response (ERSR) in Human Glioma: qHTS; U87-MG GRP78 promoter luciferase reporter, 16 h; Potency, µM, for the others: at the top dose activation, usual class: activators; hit rate 0.02% among 420,000; also: series mostly up to about 76 µM; % of control where 0% means no effect; nearly all actives have a fitted effect of over 35% in size
#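 Stably transfected U87-MG human glioma cells carrying a GRP78-based luminescent sensor were seeded at 1000 cells/well, pin-dosed with compounds and incubated 16 h. Luciferase reagent was then added, and end-point luminescence was read after 10 min at room temperature.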
# Vif-A3F inh: qHTS for Inhibitors of Vif-A3F Interactions: qHTS. hit rate 0.2% among 390,000. Potency, µM (titrated, usually from 46.1 µM), for the others: at the top dose activity, negative = active. HeLa A3F-eYFP + Vif (tagged APOBEC3F with the HIV-1 protein that degrades it), YFP fluorescence increase; also: % of control where 0% means no effect; nearly all actives have a fitted effect of over 65% in size
#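 HeLa cells stably expressing Vif plus C-terminally eYFP-tagged A3F were seeded, incubated overnight at 37 deg C, dosed with compound, incubated overnight again at 37 deg C. Yellow fluorescence (Ex 488/Em 500-530) reported blocked Vif-mediated A3F-eYFP degradation.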
# Vif-APOBEC3G blk: qHTS for Inhibitors of Vif-A3G Interactions: qHTS; HeLa A3G-eYFP + Vif (tagged APOBEC3G with the HIV-1 protein that degrades it), YFP fluorescence, overnight; Potency, µM (highest dose often 46.1 µM), for inactives: top-dose activity, negative = active, hits mostly inhibitors; hit rate 0.076% among 410,000; DNA dC->dU-editing enzyme APOBEC-3G (Homo sapiens), Q9HC16;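 also: % is scaled to controls: 0 for no effect and ±100 for the full control effect; nearly all actives have a fitted effect of over 60% in size; hits raise eYFP signal because A3G escapes Vif-driven loss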
# Target sequence (Q9HC16 whole entry, looked up): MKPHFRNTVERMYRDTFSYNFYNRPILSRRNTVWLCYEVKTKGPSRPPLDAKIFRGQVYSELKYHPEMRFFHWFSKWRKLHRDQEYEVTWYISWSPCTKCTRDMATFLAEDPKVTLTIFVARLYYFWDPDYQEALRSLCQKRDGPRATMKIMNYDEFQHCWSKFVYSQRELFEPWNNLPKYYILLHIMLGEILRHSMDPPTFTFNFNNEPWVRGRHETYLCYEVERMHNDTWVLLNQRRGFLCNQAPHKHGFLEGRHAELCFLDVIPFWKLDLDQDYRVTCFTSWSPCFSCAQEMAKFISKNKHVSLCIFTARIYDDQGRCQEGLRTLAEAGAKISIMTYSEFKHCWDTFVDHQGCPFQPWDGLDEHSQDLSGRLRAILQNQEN
#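 HeLa cells stably expressing Vif and C-terminally eYFP-tagged A3G, seeded overnight at 37 deg C, then exposed to compound by pintool overnight at 37 deg C. Rise in yellow fluorescence (Ex 488/Em 500-530, Acumen) marks blocked Vif-driven A3G degradation.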
# The depositor's hits bear a star; ? = inconclusive; & = joins results of further samples. Calls follow the shape of the dose curve; as a rule, active = well fitted curve in the direction sought with a large enough effect; inconclusive = small, poorly fitted or top-dose-only effect, or another doubt; inactive = no such curve, though single readings can be large; an effect the other way counts as inactive or inconclusive. Potency is read from the fitted curve at half-maximal effect.
structure | GRP78 ERSR act | Vif-A3F inh | Vif-APOBEC3G blk
CC(C)(C)OC(=O)N1CCC(C(=O)Nc2ccc(C(=O)NCc3ccccc3)cc2)CC1 | -1.6% | 4.5% | 1.6%
C[C@H](CO)N1C[C@H](C)[C@@H](CN(C)C(=O)NC2CCCCC2)Oc2ccc(NC(=O)C3CC3)cc2C1=O | -4.7% | 1.1% | 0.7%
O=C(O)C1=C[C@H](C2CC2)C[C@H](OCc2ccc(CO)cc2)O1 | -1.3% | -8.7% | 0.5%
O=C1C=C(N2CCOCC2)CO1 | -0.4% | 4.1% | 0.2%
CSc1nc(N)nc2c1ncn2CC(=O)N[C@H](C)c1cccc2ccccc12 | -1.2% | -6.2% | -5.9%
Cc1ccc(-n2nc(C)c3c2C(Br)C(C)(C)CC3=O)nc1 (stereo unspecified) | -0.2% | -9.7% | 0.6%
C[C@H](CO)N1C[C@H](C)[C@@H](CN(C)S(=O)(=O)c2cn(C)cn2)Oc2ccc(NC(=O)Cn3cnnn3)cc2C1=O | -4.8% | 4.3% | 1.3%
C[C@H](CO)N1C[C@H](C)[C@@H](CN(C)S(=O)(=O)c2ccccc2)Oc2ccc(NC(=O)C3CCCCC3)cc2C1=O | -1.0% | 4.6% | -1.2%
COC(=O)/C=C/c1cc(F)ccc1S(=O)(=O)NC(C)(C)C | -2.6%&-3.3% | 5.9% | -6.1%&-1.8%
C[C@H](CO)N1C[C@H](C)[C@@H](CN(C)C)Oc2c(NC(=O)Cc3ccccc3)cccc2C1=O | -0.7% | -5.4% | 0.0%
CCNC(=O)N(CC)C[C@H]1N[C@@](CC)(C(=O)OC)[C@H]2C(=O)N(Cc3ccccc3)C(=O)[C@@H]12 | -2.5% | 7.0% | -5.2%
CC(C)N(C(=O)[C@H]1CC(CC(=O)NCCCN(C)C)C(=O)N2CCc3c([nH]c4ccccc34)[C@]12C)C(C)C (stereo partly specified) | -0.8% | 8.4% | 1.8%
NCCCC[C@H]1CN=C(N)N1CCc1cccc2ccccc12 | -4.3% | -1.6% | 0.9%
C=CC[C@H](CC(=O)NCCO)C(=O)N[C@@H](C)COC(=O)[C@H](CC=C)CC(=O)OC(C)(C)C | -0.3% | 1.7% | -4.8%
COC(=O)[C@@H](NCc1ccc(B(O)O)cc1)C(C)C | -1.0% | -5.0% | 1.9%
O[C@@H]([C@H](O)[C@H](O)CBr)[C@H](O)CBr | -1.7%&-4.0% | -0.8% | 0.2%
COc1ccccc1-c1cccc([C@@H]2C[C@H]3[C@H](CON3C)CN2C(=O)CCc2ccccc2)c1 | -2.4% | -5.9% | -3.3%
COc1ccc(NC(=O)N(C)C[C@H]2Oc3ccc(NC(=O)CCC(F)(F)F)cc3C(=O)N([C@H](C)CO)C[C@@H]2C)cc1 | -3.7% | -2.3% | 1.6%
CCc1ccc([C@H]2C(C(=O)O)=C[C@@H](CC)N2S(=O)(=O)c2ccc(C)cc2)cc1 | -3.6% | 0.0% | -0.7%
COC(=O)C1=C(COc2ccccc2)NC(=O)NC1c1ccc2ccccc2c1 (stereo unspecified) | -6.4% | ? | -0.6%
CC(C)(C)OC(=O)C[C@H]1C/C=C\C[C@@H](CC(=O)N[C@@H](CO)Cc2ccccc2)C(=O)NC[C@@H](c2ccccc2)OC1=O | -1.7% | -7.9% | -0.1%
Cc1ccc([C@H]2C(C(=O)O)=CC[C@@H](c3cccc(Cl)c3)N2S(=O)(=O)c2ccc(C)cc2)cc1 | -2.2% | 6.5% | -0.4%
O=C(Nc1ccc(C(=O)N2CCOCC2)cc1)c1ccccc1 | -4.1% | 7.6% | -5.3%
O=C1c2ccccc2S(=O)(=O)c2cc(C(=O)N3CCN(c4ncccn4)CC3)ccc21 | -3.0% | 8.4% | 3.2%
CC[C@]12c3[nH]c4ccccc4c3CCN1C(=O)C(CC(=O)NCCc1ccccn1)C[C@@H]2C(=O)N1CCN(C(=O)C2CC2)CC1 (stereo partly specified) | 1.5% | -6.2% | -2.3%
COCCn1c(=N)c(C(=O)NCCc2ccccc2)cc2c(=O)n3cccc(C)c3nc21 | -0.7% | -20.7% | 0.3%
CCCCN1CC(COCc2ccccc2)Oc2cccc(NCc3ccc(OC)cc3)c2S1(=O)=O (stereo unspecified) | 2.5% | -0.6% | -1.0%
CC[N+](CC)(CC)CC(=O)Nc1c(C)cccc1C | -4.9%&0.2%&-4.0%&-4.1%&-6.3%&-1.7% | -4.0% | -2.7%
COc1ccc(-c2ccc3c(c2)S(=O)(=O)c2cccc(C(=O)NCCOc4ccccc4Cl)c2C3=O)cc1OC | -2.6% | -2.9% | 0.3%
NC1(C#Cc2ccc3c(=O)c4ccccc4sc3c2)CCCCC1 | -5.6% | -0.6% | -2.6%
CC(C)=CCC/C(C)=C/CC/C(C)=C/COc1ccc2ccc(=O)oc2c1 | 3.1% | 0.9% | 1.7%
O=C1[C@H](Cc2ccccc2)NCC=CC[C@@H](c2ccc(Cl)cc2)N1Cc1ccccc1 | -1.9% | 3.2% | 0.2%

# Taken from the results shown (three entries):
structure | GRP78 ERSR act | Vif-A3F inh | Vif-APOBEC3G blk
COc1ccc(-c2ccc3c(c2)S(=O)(=O)c2cccc(C(=O)NCCOc4ccccc4Cl)c2C3=O)cc1OC | -2.6% | -2.9% | 0.3%
NC1(C#Cc2ccc3c(=O)c4ccccc4sc3c2)CCCCC1 | -5.6% | -0.6% | -2.6%
CC(C)=CCC/C(C)=C/CC/C(C)=C/COc1ccc2ccc(=O)oc2c1 | 3.1% | 0.9% | 1.7%

# (cont.)
structure | GRP78 ERSR act | Vif-A3F inh | Vif-APOBEC3G blk
Cc1cn([C@H]2C[C@H](O)[C@@H](CCC(=O)NCCc3cnc[nH]3)O2)c(=O)[nH]c1=O | 3.3% | -4.5% | 0.1%
O=C(NCc1ccccc1Cl)c1cccc2c1C(=O)c1ccc(-c3ccc(OC(F)(F)F)cc3)cc1S2(=O)=O | -0.2% | 12.6µM* | -8.9%
COC(=O)C[C@H]1c2cc(C(F)(F)F)ccc2S(=O)(=O)N1Cc1ccccc1 | -3.8%&-1.7% | -8.9% | 0.7%&0.2%
C=CCC[C@@H](Cc1ccc(F)cc1)C(=O)OC[C@H](Cc1c[nH]c2ccccc12)NC(=O)[C@H](CC=C)CC(=O)N(CCO)Cc1ccccc1 | -1.0% | -0.4% | 0.1%
CCC(C)C(N)C1=NC(C(=O)N[C@@H](CC(C)C)C(=O)N[C@H](CCC(=O)[O-])C(=O)N[C@H](C(=O)N[C@H]2CCCCNC(=O)[C@H](CC(N)=O)NC(=O)[C@@H](CC(=O)[O-])NC(=O)[C@H](Cc3cnc[nH]3)NC(=O)[C@@H](Cc3ccccc3)NC(=O)[C@H]([C@@H](C)CC)NC(=O)[C@@H](CCCN)NC2=O)[C@@H](C)CC)CS1.[Zn+2] (stereo partly specified) | -1.9% | -4.2% | -2.8%
O=c1[nH]cnc2c1ccn2C1OC(CO)C(O)C1O (stereo unspecified) | 5.5% | 1.3% | -10.3%
O=C(Cc1ccc(NC(=O)C2CCN(C(=O)C3CCCCC3)CC2)cc1)Nc1cccc(C(=O)N2CCCCC2)c1 | -2.0% | -5.2% | -3.4%
COc1cccc(CN(CCC(C)C)S(=O)(=O)c2cc(Br)ccc2Br)c1 | -2.5% | 3.8% | -9.0%

# (listing goes on)
# Fields – GRP78 ERSR act	Vif-A3F inh	Vif-APOBEC3G blk
COC(=O)C1=C(C(=O)OC)[C@@H]2Nc3ccccc3[C@@]23C[C@@H](C(=O)OC)N(C(=O)c2cc(C)oc2C)C3=N1
→ -2.6%	-0.4%	1.3%
O=C1NC[C@H](c2ccccc2)OC(=O)[C@@H](Cc2ccc(F)cc2)C/C=C\C[C@H]1CC(=O)N(CCO)Cc1ccccc1
→ -7.6%	-5.9%	-22.4%
COc1cc(OC)c2ccc(=O)oc2c1C(CCN1CCOCC1)c1ccc2c(c1)OCO2 (stereo unspecified)
→ 0.8%&-6.8%	6.3%	7.4%
COc1ccc(NC(=O)N(C)C[C@H]2Oc3c(NC(=O)NC(C)C)cccc3C(=O)N([C@H](C)CO)C[C@@H]2C)cc1
→ -2.8%	2.4%	0.7%
CCCCC1CCCOC(C(=O)NCCNCCO)(C(F)(F)F)C1 (stereo unspecified)
→ -2.4%&-1.1%	-2.5%	-7.9%&2.5%
C[C@]12c3[nH]c4ccc(Cl)cc4c3CCN1C(=O)[C@@H](CC(=O)NCCc1ccccn1)C[C@@H]2C(=O)N1CCCCC1
→ 0.3%	-3.4%	-7.9%
CC(C)C[C@@H]1CN=C(N)N1C[C@@H]1CCCN1C[C@@H](C(C)C)N1C[C@@H](Cc2ccccc2)N(CCCC2CCCC2)C1=N
→ -1.2%	3.8%	3.0%
C[C@@H]1O[C@@H](OCCC(=O)O)[C@H](O)C[C@H]1O
→ -4.4%	0.1%	0.5%
O=C(NCCc1ccccc1)c1ccc(NC(=O)C2CCCCC2)cc1
→ 1.9%	-4.0%	0.5%
COC1C(O)C(O)C(O)C(O)C1O (stereo unspecified)
→ -2.4%&-1.9%	-4.6%	-0.6%
CNS(=O)(=O)c1ccc2c(c1)C(=O)c1cc(S(=O)(=O)NC)ccc1CC2
→ 5.3%	1.9%	-15.6%
CCCSc1ccc([C@@H]2[C@H]3C(=O)N(C)C(=O)[C@H]3[C@]3(C(=O)OC)CCCN23)cc1OC
→ -5.1%	-0.8%	5.0%
Cc1ccc(S(=O)(=O)N2[C@@H](c3ccc4c(c3)OCO4)C(C(=O)O)=C[C@H]2C(C)(C)C)cc1
→ -1.9%	2.7%	1.4%
CCN1C[C@@H]2[C@@H]3C(=O)N(C)C(=O)[C@@H]3[C@](CC)(C(=O)OC)N2C1=NCc1ccccc1
→ -0.6%	2.4%	-1.4%
CC(C)(C)OC(=O)C[C@@H]1C/C=C\C[C@H](CC(=O)NCCO)C(=O)NC[C@@H](c2ccccc2)OC1=O
→ -2.9%	6.0%	-1.5%
COCCCNC(=O)C[C@H]1C[C@H](C(=O)N2CCOCC2)[C@@]2(C)c3[nH]c4cc(-c5ccco5)ccc4c3CCN2C1=O
→ -2.6%	9.9%	-2.9%
CC(C)(C)OC(=O)CNC(=O)c1[nH]cnc1C(=O)N[C@@H](CCCCN)C(=O)OC(C)(C)C
→ -4.0%	-1.9%	-0.3%
C#CCNC(=O)C1=C[C@@H](c2ccc3c(c2)OCO3)C[C@@H](OCc2ccc(CO)cc2)O1
→ -1.4%	-17.5%	-3.8%
C=CCC[C@@H](Cc1ccc(F)cc1)C(=O)OC[C@H]1CCCN1C(=O)[C@@H](CC=C)CC(=O)N[C@H](CO)Cc1ccccc1
→ -3.6%	-0.6%	-19.1%
CC(C)(C)OC(=O)C[C@@H]1C/C=C\C[C@H](CC(=O)NCCO)C(=O)N[C@@H](Cc2ccccc2)COC1=O
→ -3.4%	7.8%	-0.4%
COc1ccc(NC(=O)N(C)C[C@H]2Oc3ccc(NC(=O)Cc4ccccc4)cc3CC(=O)N([C@H](C)CO)C[C@H]2C)cc1
→ -6.2%	-0.8%	2.5%
CC(=O)N[C@H](Cc1c[nH]c2ccccc12)C(=O)O
→ 6.7%	-3.6%	-0.2%
C#CCNCCS(=O)(=O)N(Cc1ccc(Br)cc1)[C@@H](C)C(=O)O
→ -3.4%	0.8%	3.0%
COC(=O)[C@]1(C)N[C@H](CN(C)S(=O)(=O)c2ccc(OC(F)(F)F)cc2)[C@@H]2C(=O)N(Cc3ccccc3)C(=O)[C@@H]21
→ 0.3%	9.0%	-1.1%
CCN(C[C@H]1N[C@@](C)(C(=O)OC)[C@H]2C(=O)N(Cc3ccccc3)C(=O)[C@@H]12)C(=O)Nc1ccc(F)cc1
→ -2.2%	-11.0%	-4.3%
C[C@H](CO)N1C[C@H](C)[C@@H](CN(C)S(=O)(=O)c2cn(C)cn2)Oc2ccc(NC(=O)NC3CCCCC3)cc2C1=O
→ -1.8%	-6.0%	3.7%
C[C@H](CO)N1C[C@H](C)[C@@H](CN(C)Cc2ccc(C(=O)O)cc2)Oc2c(NC(=O)Cc3ccccc3)cccc2C1=O
→ -4.1%	4.4%	3.0%
C[C@H]1CN([C@@H](C)CO)C(=O)c2cccc(NC(=O)c3cnccn3)c2O[C@@H]1CN(C)S(=O)(=O)c1ccc(F)cc1
→ -3.6%	-8.0%	-12.7%
O=C1NC[C@H](Cc2ccccc2)N(CC2CCN(CCCCc3ccccc3)CC2)C1=O
→ -2.1%	6.4%	2.8%

# Compound activity (PubChem)

# An excerpt; count on the stated rates, not on these rows.
